All columns: NCI-60 one-dose screen, growth in % after 48 h at 10 µM unless noted; 100 = growth as untreated, 0 = no growth, -100 = all killed.
COLO 205: COLO 205 colon cancer. 7.3% of 79,000 active. AID 1794742
NCI-H460: NCI-H460 lung cancer. 6.8% of 82,000 active
NCI-H522: NCI-H522 lung cancer; 8% of 78,000 active
HCT-15: HCT-15 colon cancer; 5.2% of 82,000 active; AID 1794746
NCI-H23: NCI-H23 lung cancer. AID 1794731. 4% of 80,000 active
HCT-116: HCT-116 colon cancer; 7.3% of 82,000 active
NCI/ADR-RES: NCI/ADR-RES ovarian cells. 4.4% of 81,000 active
NCI-H226: NCI-H226 lung cancer; 3.5% of 79,000 active
NCI-H322M: NCI-H322M lung cancer; 2.7% of 80,000 active
Active calls of the source: *; nt = no result given. Rule for the calls: active = growth percent below 10; inactive = the rest. Random draw from the library; any-hit rate near 12%.

molecule	COLO 205	NCI-H460	NCI-H522	HCT-15	NCI-H23	HCT-116	NCI/ADR-RES	NCI-H226	NCI-H322M
NC(CSC1(c2ccc(F)cc2)c2ccccc2-c2ccccc21)C(=O)O (stereo unspecified)	113	104	104	100	99	99	96	88	105
O=c1c(Nc2ccccc2)c(Nc2ccccc2)c1=O	108	99	97	94	100	103	101	96	103
COc1ccc(/C=C2\N=C(c3ccccc3)N(c3ccc(-c4nc5ccc(C)cc5s4)cc3)C2=O)cc1	97	90	67	82	87	86	94	nt	60
COc1cc(C2CC(c3cc(C)ccc3C)=NN2c2ccc(S(=O)(=O)NC(=O)NCc3ccccc3)cc2)cc(OC)c1OC (stereo unspecified)	67	52	65	48	56	49	61	73	77
O=C1CC(NCCO)C(=O)NN1 (stereo unspecified)	114	103	94	103	107	110	105	97	118
Cc1ccc(NC(=O)Nc2nc3ccc([N+](=O)[O-])cc3s2)cc1	49	3.1*	-11*	7.8*	-4.5*	1.1*	2.6*	6.4*	4.6*
O=C(COC(=O)[C@H](C[Se][Se]C[C@H](NC(=O)c1ccc(Br)cc1F)C(=O)OCC(=O)c1ccc(F)cc1)NC(=O)c1ccc(Br)cc1F)c1ccc(F)cc1	nt	-36*	-85*	-43*	-37*	-72*	-83*	-73*	-23*
Cc1[nH]c2ccccc2c(=O)c1-c1ccccc1	106	107	nt	99	97	113	105	106	129
CCOC(=O)CC[C@H](NC(=O)c1ccc(NC(=O)Cn2cnc3c(c(C)nn3-c3ccc(Cl)cc3)c2=O)cc1)C(=O)OCC	105	104	95	96	98	103	98	99	94
CCCCOC(=O)c1cc(=O)[nH]c(=O)[nH]1	114	107	84	98	97	95	102	87	97
COC(=O)c1cc2c3ccccc3oc(=O)c2c2nc3ccccc3n12	nt	102	76	88	90	78	102	100	102
COC(=O)c1ccccc1NC(=O)CCl	110	104	nt	94	110	111	115	94	99
O=C(Cn1nc(-c2ccccc2)cc(Cc2ccc(F)cc2)c1=O)c1ccccc1	86	78	67	93	89	74	83	99	77
COc1ccc(C2CC(=O)Nc3c(-c4ccc(F)cc4)nsc32)cc1 (stereo unspecified)	103	105	79	93	95	90	95	83	109
N#C/C(=C/N1C(=O)/C(=C/c2ccc([N+](=O)[O-])cc2)SC1=S)C(N)=O	95	100	72	101	88	107	93	99	95
CCOC(=O)c1ccc(-n2nc(C(=O)NCCCCCC(=O)O)nc2-c2ccccc2)cc1	123	106	98	99	103	96	104	nt	99
O=C(NCc1ccc(Cl)cc1Cl)C1COC(=O)N1c1cccs1 (stereo unspecified)	105	109	81	102	99	98	97	90	102
CCOC(=O)c1nnn(-c2no[n+]([O-])c2-c2ccccc2)c1COc1ccc(Br)c2cccnc12	101	100	81	102	80	86	94	75	101
c1ccc(C(CN2CCOCC2)c2ccccc2)cc1	91	105	67	102	98	97	98	96	88
Cn1c(COC(=O)NCCc2ccccn2)nc2c(N3CCOCC3)nc(Cl)nc21	-41*	38	-24*	-42*	17	-70*	19	25	79
O=C(Cc1nc2ccccc2[nH]c1=O)c1cccnc1	121	94	83	87	95	95	88	92	104
Clc1ccc(-c2csc(N/N=C/c3nc4ccccc4n3C3CC3)n2)cc1	104	105	93	91	99	96	102	92	98
CCOC(=O)C(C#N)C(C)(C)C#N (stereo unspecified)	111	107	87	99	111	101	104	100	100
CN(CCC(=O)c1ccc(-c2ccccc2)cc1)Cc1ccccc1	117	105	98	104	103	108	108	102	93
CC12CCC(C(=N/O)/C1=N\O)C2(C)C (stereo unspecified)	119	119	117	100	99	99	101	98	111
CCCCC(CC)COCCCNCC(=O)O (stereo unspecified)	109	102	107	105	99	100	100	101	90
CC(=O)NS(=O)(=O)c1ccc(N)cc1	111	108	102	102	108	106	108	100	111
NC(=O)c1cc(I)ccc1NC(=O)COc1ccc(Cl)cc1Cl	101	103	76	63	nt	91	82	103	98
O=C1CCCN1C1CCN(Cc2ccccc2)CCO1 (stereo unspecified)	109	116	95	102	101	98	105	98	93
Cc1cn(C(=O)/C(Cl)=C(/Cl)C(=O)O)c2ccccc12	92	114	110	105	97	105	104	98	128
O=C(O)CNc1ccccc1[N+](=O)[O-]	101	106	99	107	105	100	107	95	109
N#Cc1c(-c2ccc(Cl)cc2Cl)nc2c(-c3ccccc3)c(Nc3ccccc3)nn2c1N	66	50	70	40	nt	47	60	65	68
O=C(N/N=C/c1ccco1)c1[nH]c2ccc(Br)cc2c1-c1ccccc1	-35*	2.2*	-40*	10	nt	-13*	21	50	42
O=C(CCN1CCC2CCC(C2)C1)c1ccc(F)cc1 (stereo unspecified)	103	114	101	104	97	110	102	116	111
CCC1(c2ccccc2)C(=O)Nc2cccc(Br)c21 (stereo unspecified)	101	108	76	96	100	85	106	96	116
CC(=O)OCC#CCOC(C)=O	110	116	100	101	111	102	113	105	104
O=C(O)c1ccc(S(=O)(=O)N/N=C/c2c[nH]c3ccccc23)cc1	97	105	nt	99	106	101	106	78	99
Cc1ccc(S(=O)(=O)c2c(COC(=O)c3cccc(C)c3)c(-c3ccccc3)nn2C)cc1	-96*	102	-33*	62	94	0.2*	106	nt	-4.7*
C=C(C)C(c1ccccc1)c1[nH]c(C)c(C(=O)OC)c1C(=O)OC (stereo unspecified)	108	110	96	108	101	97	104	99	93
O=S(=O)(c1ccc(-c2cnc(C3CC3)o2)cc1)N1CCOCC1	95	96	95	95	88	89	94	91	84
Cc1cccc(NC(=O)[C@]23CCC(C)(C)CC2C2=CCC4[C@@]5(C)C[C@@H](O)[C@H](O)[C@@](C)(CO)C5CC[C@@]4(C)[C@]2(C)CC3)c1 (stereo partly specified)	-32*	-18*	11	-5.5*	-28*	1.2*	7.6*	-18*	52
Cc1c(Cl)cccc1NC(=O)COC(=O)CN1C(=O)NC(C)(C)C1=O	97	112	101	97	100	107	101	102	116
NNC(=S)NCCN1CCOCC1	105	105	81	100	110	100	112	96	103
C#C[C@@]1(O)[C@@H](CO)O[C@@H](n2cc(-c3ccco3)c3c(N)ncnc32)[C@@H]1O	46	52	62	59	79	68	62	71	70
O=C(/C=C/c1ccc(Oc2ccc(Cl)cc2)cc1)c1ccc(Cl)cc1	109	107	88	97	100	98	101	110	105
CCN(CC)CCOC(COc1ccccc1)COc1ccccc1	113	105	107	106	104	107	102	104	107
Oc1ccccc1/C=N/N1CCCCCC1	122	127	104	94	101	102	101	92	108
CCCC1=CC(=O)N=C2SCC(=O)C12 (stereo unspecified)	102	109	90	104	101	92	103	94	86
CCCN(CCC)CC(O)c1cc(C(F)(F)F)nc2c(C(F)(F)F)cccc12 (stereo unspecified)	77	98	75	82	102	60	90	95	85
O=C(O)[C@H](Cc1ccccc1)N1C(=O)c2ccccc2C1=O	110	105	131	100	106	102	107	111	111

3 entries from above, as labelled records.
Oc1ccccc1/C=N/N1CCCCCC1
  COLO 205: 122 | NCI-H460: 127 | NCI-H522: 104 | HCT-15: 94 | NCI-H23: 101 | HCT-116: 102 | NCI/ADR-RES: 101 | NCI-H226: 92 | NCI-H322M: 108

CCCC1=CC(=O)N=C2SCC(=O)C12 (stereo unspecified)
  COLO 205: 102 | NCI-H460: 109 | NCI-H522: 90 | HCT-15: 104 | NCI-H23: 101 | HCT-116: 92 | NCI/ADR-RES: 103 | NCI-H226: 94 | NCI-H322M: 86

CCCN(CCC)CC(O)c1cc(C(F)(F)F)nc2c(C(F)(F)F)cccc12 (stereo unspecified)
  COLO 205: 77 | NCI-H460: 98 | NCI-H522: 75 | HCT-15: 82 | NCI-H23: 102 | HCT-116: 60 | NCI/ADR-RES: 90 | NCI-H226: 95 | NCI-H322M: 85

Results in COLO 205 and NCI-H522, for 3 of the compounds above:
| SMILES | COLO 205 | NCI-H522 |
| --- | --- | --- |
| CC(=O)NS(=O)(=O)c1ccc(N)cc1 | 111 | 102 |
| NC(=O)c1cc(I)ccc1NC(=O)COc1ccc(Cl)cc1Cl | 101 | 76 |
| O=C1CCCN1C1CCN(Cc2ccccc2)CCO1 (stereo unspecified) | 109 | 95 |

More structures:
molecule	COLO 205	NCI-H460	NCI-H522	HCT-15	NCI-H23	HCT-116	NCI/ADR-RES	NCI-H226	NCI-H322M
CCN1C(=O)N(CC)C2Nn3c(s/c(=C\c4ccc(Cl)cc4Cl)c3=O)=NC21 (stereo unspecified)	-23*	16	12	22	43	15	15	98	66
C/C=C/C1C(/C=N/Nc2ccccc2)C(C#N)(C#N)C1(C#N)C#N (stereo unspecified)	112	102	58	85	87	74	90	89	86
Clc1ccc(C(SCc2ccccc2)SCc2ccccc2)cc1	90	98	81	98	86	76	99	86	111
CC(=O)c1ccc([N+](=O)[O-])o1	105	107	103	116	98	108	105	111	109
COc1cc2cc(NCc3ccc(OCC(N)=O)c(OC)c3)nc(C)c2cc1OC	102	108	73	96	91	98	101	101	98
CO[C@@H](c1c(Cl)cccc1Cl)[C@H](C)OS(N)(=O)=O	115	99	90	98	94	103	97	91	105
NC(=S)N/N=C/Cc1ccccc1	97	110	100	87	100	6.3*	84	103	105
CCOC(=O)c1cnc2c(C)cc(C)cc2c1NCCCN(C)C	17	10	nt	28	35	15	32	36	21
CC(C)C1CCCCC1O (stereo unspecified)	108	109	nt	96	95	109	104	112	124
O=C(O)c1cccc2c1-c1ccc(Cl)cc1C2	114	113	88	102	106	107	110	100	97
COc1ccc(-c2nc(-c3ccc(C)cc3)nc3[nH]c(-c4ccc(F)cc4)cc23)cc1	115	103	79	103	90	89	99	79	102
NC(=O)c1cccc(-c2ccc(S(=O)(=O)Nc3ccc4c(c3)N(C(=O)C3CC3)CCC4)cc2)c1	44	17	7.8*	92	48	98	104	64	70
COC(=O)[C@]12CCC(C)(C)C[C@H]1[C@H]1C(=O)C[C@@H]3[C@@]4(C)CC[C@H](OC(C)=O)C(C)(C)[C@@H]4CC[C@@]3(C)[C@]1(C)CC2	nt	87	74	78	96	75	97	78	85
Cc1ccsc1[C@@H]1C[C@H](O)Cc2ccc3ccccc3c2N1	95	114	88	114	99	93	94	96	109
COc1ccc(C2N(c3ccccc3)N=C(C(C)=O)N2[C@@H]2[C@@H](OC(C)=O)O[C@@H](COC(C)=O)[C@H](OC(C)=O)[C@H]2OC(C)=O)cc1 (stereo partly specified)	132	95	70	81	93	90	90	98	95
COc1ccc(-c2cnc(-c3ccc(F)cc3)[nH]2)cc1	111	103	86	53	88	-69*	115	85	213
O=C(O)Cn1cc(/C=C2\C(=O)N(c3c(Cl)cccc3Cl)C3C=CC=CC23)c2ccccc21 (stereo unspecified)	138	114	nt	98	98	98	91	98	113
CCN(CC)CCOc1ccc(/C=C(\C)C(C)=O)cc1	108	106	81	100	99	89	108	103	104
CC1(C)CC[C@]23CC[C@]4(C)[C@H](CC[C@@H]5[C@@]6(C)CC[C@H](OC7CC(O)C(O)C(O)O7)C(C)(C)[C@@H]6CC[C@]54C)[C@H]2[C@H]1OC3 (stereo partly specified)	116	100	95	106	102	101	104	98	107
CN(C)c1ccc(/C=C/C(=O)c2ccc(NC(=O)CSc3nc4c([nH]3)c(=O)n(C)c(=O)n4C)cc2)cc1	113	106	99	105	100	97	103	97	108
N#CCCOCN(COCCC#N)c1nc(N(COCCC#N)COCCC#N)nc(N(COCCC#N)COCCC#N)n1	112	118	94	104	96	103	109	99	108
COC(=O)/C(O)=C/c1nonc1-c1ccccc1	107	108	101	107	108	103	100	108	101
COc1ccc(/C=C/C(=O)c2ccc(Nc3nc(Nc4ccc(F)cc4)nc(Nc4ccc(Cl)cc4)n3)cc2)cc1	96	94	62	100	93	92	92	122	152
O=[N+]([O-])c1ccc(CO)o1	108	113	82	105	101	102	104	101	89
CC(C)(C)NC(=O)C(c1ccccc1)N(Cc1ccco1)C(=O)CNC(=O)OC(C)(C)C (stereo unspecified)	109	106	90	106	109	108	103	103	109
Cc1cc(Nc2nc(C(=O)N(C)C)nc3ccccc23)n[nH]1	102	107	91	108	105	96	111	107	110
O=C(c1ccccc1)c1ccc(C2CCCCC2)cc1	101	97	89	92	95	84	100	92	100
O=c1oc2ccccc2cc1-c1cc(/C=C/c2ccccc2)cc(-c2cc3ccccc3oc2=O)n1	102	104	94	111	98	111	106	94	98
NC(N)=NNC(=O)c1ccccc1	103	102	97	99	109	98	108	98	107
CCCCCCC(C)NCCOC(=O)c1ccc([N+](=O)[O-])cc1 (stereo unspecified)	135	106	103	96	92	83	106	96	103
CN(C)c1oc(C(=O)O)nc1C#N	112	109	94	106	107	104	111	96	108
N#Cc1cnn(-c2cc(=O)[nH]c3ccc(Cl)cc23)c1N	nt	102	78	102	91	82	98	nt	102
CC(=O)NC1CCCCC1	106	112	95	96	110	97	101	103	87
Cc1c(C(=O)NNC(=O)c2ccc(Cl)cc2)nnn1-c1ccc(Br)cc1	104	107	98	98	102	89	98	97	91
c1ccc(Cc2nnc3sc(C4COc5ccccc5O4)nn23)cc1 (stereo unspecified)	113	102	98	96	94	98	93	95	86

2 entries from above, with two lines to a compound:
The line under a structure holds: COLO 205, NCI-H460, NCI-H522, HCT-15, NCI-H23, HCT-116, NCI/ADR-RES, NCI-H226, NCI-H322M
> O=C(/C=C/c1ccc(Oc2ccc(Cl)cc2)cc1)c1ccc(Cl)cc1
    109, 107, 88, 97, 100, 98, 101, 110, 105
> COc1ccc(C2CC(=O)Nc3c(-c4ccc(F)cc4)nsc32)cc1 (stereo unspecified)
    103, 105, 79, 93, 95, 90, 95, 83, 109

High-throughput results: PubChem BioAssay, NCI
